# From PubChem
# PGK inhibitor: blocks T. brucei phosphoglycerate kinase | P07378 | PGK/GAPDH coupled, Kinase-Glo luminescence, 60 min | Potency, µM (doses to about 57.5 µM), for the others: at the highest dose activity change, negative = inhibition, actives largely listed as inhibitors | 380,000 tested, 0.043% active | AID 602233; note: potency is the fitted concentration of half-maximal effect; % is set by controls: 0 for no effect and ±100 for the full control effect; nearly all actives have a fitted effect of over 60% in size
#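 Recombinant glycosomal PGK reaction used 1,3-bisphosphoglycerate generated in-well by GAPDH (100nM final) in 100mM TEA pH 7.6, 5mM MgCl2, 0.01% Tween-20. After 60 minutes at room temperature, ATP was read by Kinase-Glo Plus luminescence end-point.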
# G9a block: blocks human histone lysine methyltransferase G9a; Potency, µM (top dose mostly 102 µM), for inactives: at the highest dose activity, negative = inhibition, usual class: inhibitors; G9a H3K9 monomethylation, AlphaScreen, 2 h; 350,000 tested, 8.8% active; note: potency is the fitted concentration of half-maximal effect; % is set by controls: 0 for no effect and ±100 for the full control effect; nearly all actives have a fitted effect of over 75% in size
#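 Enzyme 20 nM + cpd, 15 min RT; add b-H3K9 pep 500 nM / SAM 20 uM; 2 h RT; anti-H3K9me1 Ab 0.5 ug/mL + SA donor / anti-rabbit acceptor beads 20 ug/mL each, 10 min; AlphaScreen read.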
# PI4K2A block: inhibitors of human PI4K2A. purified PI4K2A, ADP-Glo luminescence, 1 h; active compounds read low. activity change, negative = inhibition, % at 76.9 µM. 420,000 tested, 0.13% active; in the data active = activity change below about -50%; inconclusive = mostly about -30% to -49%;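 note: -100% = wells without enzyme as full effect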
#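 In this quantitative HTS, ADP production by PI4K2A was quantified luminescently after 1 h at ambient temperature; 100 microM adenosine served as plate-quality control.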
# Pin1 inh: blocks the human prolyl isomerase Pin1; Q13526; Pin1 FP peptide displacement, HiFluor488, 10 min; Potency, µM (series often up to 115 µM), for inactives: top-dose activity, negative = inhibition, most hits filed as inhibitors; 390,000 tested, 0.009% active; AID 504891; active = well fitted inhibition curve with a large enough effect in the polarisation, with a control signal flat, not every such curve was filed as active; inconclusive = small, poorly fitted or top-dose-only effect, or effect the other way, or a change in a side signal; inactive = no such curve, though single readings can be large or run the other way; the % refers to the polarisation; note: potency is the fitted concentration of half-maximal effect; % is set by controls: 0 for no effect and ±100 for the full control effect
# Target sequence (Q13526 whole entry, looked up): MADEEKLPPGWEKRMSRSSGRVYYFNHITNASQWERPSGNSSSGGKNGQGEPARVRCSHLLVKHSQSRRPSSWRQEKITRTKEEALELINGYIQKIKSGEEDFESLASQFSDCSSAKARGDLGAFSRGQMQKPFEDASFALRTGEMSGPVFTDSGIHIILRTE
# JMJD2A Tudor inh: JMJD2A Tudor domain (human) inhibition | 390,000 tested, 4.4% active | AlphaScreen JMJD2A-Tudor / H3K4me3 peptide binding | Potency, µM (highest dose often 114 µM), for inactives: at the highest dose activity change, negative = inhibition, actives largely listed as inhibitors; note: potency is the fitted concentration of half-maximal effect; % is set by controls: 0 for no effect and ±100 for the full control effect; nearly all actives have a fitted effect of over 50% in size
# GLS inh: glutaminase GLS (human) inhibition; O94925; GLS enzymatic activity, qHTS titration; Potency, µM (series often up to 45.5 µM), for the others: at the top dose activity change, negative = inhibition, most hits filed as inhibitors; 410,000 tested, 0.21% active; note: potency is the fitted concentration of half-maximal effect; % is set by controls: 0 for no effect and ±100 for the full control effect
# Target sequence (O94925 whole entry, looked up): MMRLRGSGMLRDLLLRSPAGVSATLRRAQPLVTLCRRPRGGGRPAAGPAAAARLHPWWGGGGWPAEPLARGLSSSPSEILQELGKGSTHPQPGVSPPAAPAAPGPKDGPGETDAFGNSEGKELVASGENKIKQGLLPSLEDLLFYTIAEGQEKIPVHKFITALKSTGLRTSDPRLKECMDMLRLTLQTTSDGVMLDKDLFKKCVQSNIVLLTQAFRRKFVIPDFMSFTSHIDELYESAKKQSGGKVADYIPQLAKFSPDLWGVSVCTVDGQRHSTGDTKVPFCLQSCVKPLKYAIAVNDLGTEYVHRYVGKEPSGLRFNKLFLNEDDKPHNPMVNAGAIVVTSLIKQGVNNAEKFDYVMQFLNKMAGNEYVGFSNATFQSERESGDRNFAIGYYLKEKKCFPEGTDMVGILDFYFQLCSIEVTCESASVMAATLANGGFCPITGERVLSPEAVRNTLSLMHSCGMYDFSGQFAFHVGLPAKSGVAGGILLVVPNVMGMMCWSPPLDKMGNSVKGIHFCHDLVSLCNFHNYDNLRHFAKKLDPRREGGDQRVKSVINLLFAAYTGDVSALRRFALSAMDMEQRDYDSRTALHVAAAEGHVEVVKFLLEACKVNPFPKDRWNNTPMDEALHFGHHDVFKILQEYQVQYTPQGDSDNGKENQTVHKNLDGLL
#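 hKGA; 45 mM KH2PO4 pH 8.2 + 0.02% Tween-20; cpd via pin tool; 1 mM Gln soln; GluOx/HRP/Amplex Red; RT 30 min; fluor. t0 & final.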
# HP1b chromo inh: inhibitors of HP1-beta chromodomain binding to methylated histone tails. P83916. AlphaScreen HP1-beta / biotin-H3K9me3 peptide binding. Potency, µM (highest dose often 114 µM), for the others: top-dose activity change, negative = inhibition, hits mostly inhibitors. 390,000 tested, 0.56% active. AID 540317; note: potency is the fitted concentration of half-maximal effect; nearly all actives have a fitted effect of over 70% in size; inactives centre near 23
# Target sequence (P83916 whole entry, looked up): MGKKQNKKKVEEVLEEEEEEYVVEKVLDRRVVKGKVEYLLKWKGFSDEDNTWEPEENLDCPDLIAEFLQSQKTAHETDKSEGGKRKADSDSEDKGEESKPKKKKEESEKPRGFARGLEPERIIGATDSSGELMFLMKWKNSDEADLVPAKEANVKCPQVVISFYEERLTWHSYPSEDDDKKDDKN
#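 Compound inhibition of the preformed complex between 50 nM HP1-beta and 50 nM biotinylated H3K9me3 peptide was read by AlphaScreen. Buffer was PBS pH 7.4 with 0.01% Tween-20. Incubations ran 30 min at room temperature, with 10 ug/mL donor/acceptor beads.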
# Pol eta inh: blocks human DNA polymerase eta activity; Q9Y253; recombinant Pol eta, fluorescent DNA replication assay; Potency, µM (series often up to 114 µM), for the others: top-dose activity change, negative = inhibition, hits mostly inhibitors; 390,000 tested, 1.2% active; note: potency is the fitted concentration of half-maximal effect; % is set by controls: 0 for no effect and ±100 for the full control effect
#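 Fluorescent replication assay: 50 nM final substrate added after a 15 min room-temperature compound preincubation with 10 nM enzyme. Signal taken at 0 min and again at 10 min.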
# BAZ2B inh: blocks human BAZ2B. Potency, µM (doses to about 114 µM), for the others: at the highest dose activity change, negative = inhibition, actives largely listed as inhibitors. AlphaScreen BAZ2B-H3K14Ac peptide displacement. 360,000 tested, 4.4% active. Q9UIF8; note: potency is the fitted concentration of half-maximal effect; % is set by controls: 0 for no effect and ±100 for the full control effect; nearly all actives have a fitted effect of over 60% in size
#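 Multi-concentration screen (max 110 uM) measuring displacement of acetylated histone H3 peptide from BAZ2B by AlphaScreen, using 50 nM protein, 50 nM peptide and 10 ug/mL streptavidin donor plus Ni-chelate acceptor beads.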
# Active calls of the source: *; i = inactive; ? = inconclusive; nt = not tested or not shown; & = joins results of further samples; [ ] = remark or other dose. Unless noted, calls come from the whole dose curve; as a rule, active = well fitted curve in the direction sought with a large enough effect; inconclusive = small, poorly fitted or top-dose-only effect, or another doubt; inactive = no such curve, though single readings can be large; an effect the other way counts as inactive or inconclusive. An excerpt; rates above refer to the full screens.
SMILES	PGK inhibitor	G9a block	PI4K2A block	Pin1 inh	JMJD2A Tudor inh	GLS inh	HP1b chromo inh	Pol eta inh	BAZ2B inh
COCCNC(=S)Nc1ccc2nc(N3CCCC3)cc(C)c2c1	-7%	71µM*	-3	-1%	-18%	31%	-9%	-17%	-1%
CCN(CCCNC(=O)c1cc2cc3ccc(OC)cc3nc2s1)c1ccccc1	i	?	-8	11%	?	7%	8%	?	-36%
O=C(O)c1ccc(-c2noc(-c3cccc(C(F)(F)F)c3)n2)cc1	-4%	nt	0	-10%	-18%	3%	38%[activator]	1%	nt
CSc1ccccc1C(=O)NC(C)c1ccc(-n2ccnc2)cc1 (stereo not given)	-2%	40%	-1	-1%	-31%	-5%	32%	-6%	-22%
Cc1cccc(NC(=O)CCS(=O)(=O)c2ccccc2)n1	-13%	?	4	-2%	3%	-8%	14%	0%	-27%
Cc1ccnc(NC(=O)c2ccc(S(=O)(=O)N3CCCCCC3)cc2)c1	-10%	2%[0.501 µM]	1	-1%	-6%	1%	23%	-8%	8%
Cc1csc(NC(=O)CSc2nc3ccccc3s2)n1	0%	10%[59 µM]	-1	1%	-17%	1%	28%	1%	?
O=C(NCc1nnc(SCC(=O)N2CCCc3ccccc32)o1)c1ccco1	-10%	?	3	-4%	4%	-8%	50%[activator]	-14%	nt
O=C(CN(C(=O)CCC(=O)Nc1nccs1)c1ccc2c(c1)OCCO2)NCc1ccco1	6%	-2%[12.7 µM]	5	-3%	-11%	8%	39%[activator]	-5%	-1%
Cc1cc(C)c(S(=O)(=O)NCCCn2ccnc2)cc1C	0%	-3%[0.501 µM]	2	0%	-16%	-11%	29%	-14%	?
O=C(Cn1nnc(N2CCCCC2)n1)c1ccc(Cl)c(Cl)c1	-7%	?	0	5%	-4%	0%	24%	-10%	-2%
CC(C)(C)C(=O)Nc1ccccc1C(=O)N1CCCC1	-4%	2%[59 µM]	-12	?	8%[11.4 µM]	-15%	1%	5%	-2%
CCOC(=O)c1sc(=NC(=O)c2ccccc2)n(C)c1C	-2%	-8%	4	0%	5%	-4%	39%	-20%	-16%
Cc1ccc(Oc2nc3ccccc3n3cccc23)cc1	-17%	9%[59 µM]	9	13%	29%	-1%	107%[activator]	-18%	38%
CC(=O)c1cccc(NC(=O)CCN2C(=O)C3C4CCC(C4)C3C2=O)c1 (stereo not given)	1%	nt	4	5%	-2%	0%	11%	-1%	5%
O=C(NCCOC(=O)c1ccc(Cl)cc1)c1cccnc1	nt	?	-11	-1%	-25%	-2%	68%[activator]	-5%	-32%
CCOC(=O)N1CCN(C(=O)c2ccc(N(Cc3ccc(C)cc3)S(C)(=O)=O)cc2)CC1	-9%	-22%	5	-1%	-8%	3%	30%	-8%	3%
Cc1nn(-c2ccccc2)c2c1N(CC(=O)N1CCN(c3ccccc3F)CC1)C(=O)CS2	5%	4%[59 µM]	-9	7%	-22%	2%	-11%	-6%	?
Cc1cccc2c(N=NC(=O)C(C)n3cnc4ccccc4c3=O)c(O)[nH]c12 (stereo not given)	-4%	nt	5	-9%	-19%	0%	45%[activator]	?	nt
COc1ccc(NC(=O)CN(C)C(=O)c2csc3c2CCCC3)cc1	i	5%[0.501 µM]	-9	0%	-14%	-1%	20%	-15%	-10%
O=c1cc(CSc2ccccc2)nc(-c2ccccc2)[nH]1	-4%	24%	-4	2%	-4%	-5%	13%[57 µM]	6%	0%
O=C1N/C(=C/c2cccn2-c2ccccc2)C(=O)N1c1cccc(Cl)c1	1%	1µM*	-4	21%	1%	3%	25%	-6%	-1%
CC(C)(C)c1ccc(NC(=O)COC(=O)c2ccc(NS(=O)(=O)c3ccc(F)c(F)c3)cc2)cc1	-5%	?	-3	14%	-25%	7%	26%	-15%	-23%
CCOc1ccccc1CNS(=O)(=O)c1csc(C(N)=O)c1	14%&5%	-3%[59 µM]	3&1	-6%&-10%	-9%&-7%	0%&-13%	46%&23%[activator]	-8%&-8%	-13%&-7%
Cc1nnc(SCC(=O)N2c3ccccc3CC2C)s1 (stereo not given)	i	?	-1	-3%	1%	-2%	24%	-9%	-3%
COc1ccc(OC)c(CCNC(=O)CS(=O)(=O)Cc2nc(-c3ccc(C)cc3)oc2C)c1	-8%	-3%[12.7 µM]	1	-6%	-31%	-9%	2%	-13%	?
Cc1cccc(C(=O)N(NC(=O)Oc2ccccc2)C(C)(C)C)c1	2%	17%[59 µM]	8	5%	-5%	1%	14%	-8%	-7%
CC1=NN(c2ccccc2)C(=O)/C1=C\C=C1\N(C)c2ccccc2C1(C)C	-3%	14µM*	-3	?	56µM*	8%	32µM*	-10%	10µM*
Cc1ccccc1-c1nnc(CN2CCN(c3cc(Cl)ccc3C)CC2)o1	i	2%[59 µM]	0	?	-3%	-9%	24%	-20%	-21%
O=C(NCc1ccccc1)c1ccc(F)c(S(=O)(=O)N2CCOCC2)c1	-5%	-29%	2	0%	4%	0%	?	11%	5%
CCOC(=O)C1CCCN(c2c(NCCC(C)C)c(=O)c2=O)C1 (stereo not given)	11%	12%	4	-19%	-12%	1%	4%	-6%	-1%
O=C(CCN1CCCCC1)Nc1ccccc1	5%	6%	2	0%	-5%	6%	37%	9%	-3%
CC(C)N(Cc1nc(-c2ccccc2)no1)C(=O)CCCN1C(=O)c2ccccc2C1=O	nt	-8%[2.33 µM]	-2	2%	-6%	7%	8%	4%	-8%
Cc1c(CC(=O)O)c(=O)oc2c(C)c3occ(-c4ccc(Br)cc4)c3cc12	?	-16%	4	?	?	?	-11%	?	?
O=C(C1CCN(S(=O)(=O)Cc2ccccc2)CC1)N1CCN(c2cccc(Cl)c2)CC1	-9%	-36%[59 µM]	-2	-6%	-9%	-2%	31%	-3%	-3%
O=C(CNCc1cccc2ccccc12)Nc1ccccc1[N+](=O)[O-]	-9%	50µM*	-1	2%	?	-7%	?	0%	?
Cc1cc(=O)oc2cc(OCC(=O)N3CC[C@@]4(O)CCCC[C@H]4C3)ccc12	-9%	26%	4	1%	-3%	-6%	14%	-20%	-11%
Cc1ccc(CNC(=O)C2CCN(c3nn4c(=O)cc(C)nc4s3)CC2)cc1	-9%	27%[59 µM]	-2	-10%	-9%	3%	34%	-1%	-2%
CCOC(=O)c1c(C)[nH]c(C)c1C(=O)CSc1nc2ccccc2n1CCOC	0%	-17%	-1	-1%	-22%	7%	13%	-25%	0%
COCCNC(=O)CN1C(=O)NC2(CCCc3ccccc32)C1=O (stereo not given)	1%	1%	-4	-11%	-5%	7%	18%	6%	3%

# A different layout for some results above:
Cc1nnc(SCC(=O)N2c3ccccc3CC2C)s1 (stereo not given)
  PGK inhibitor = i
  G9a block = ?
  PI4K2A block = -1
  Pin1 inh = -3%
  JMJD2A Tudor inh = 1%
  GLS inh = -2%
  HP1b chromo inh = 24%
  Pol eta inh = -9%
  BAZ2B inh = -3%

COc1ccc(OC)c(CCNC(=O)CS(=O)(=O)Cc2nc(-c3ccc(C)cc3)oc2C)c1
  PGK inhibitor = -8%
  G9a block = -3%[12.7 µM]
  PI4K2A block = 1
  Pin1 inh = -6%
  JMJD2A Tudor inh = -31%
  GLS inh = -9%
  HP1b chromo inh = 2%
  Pol eta inh = -13%
  BAZ2B inh = ?

# New compounds follow.
SMILES	PGK inhibitor	G9a block	PI4K2A block	Pin1 inh	JMJD2A Tudor inh	GLS inh	HP1b chromo inh	Pol eta inh	BAZ2B inh
CN1CCN(S(=O)(=O)c2ccc(NC(=O)COc3ccccc3)cc2)CC1	-4%	-8%	-3	2%	-8%	-6%	25%	0%	4%
CS(=O)(=O)NCc1nnc(SCc2ccccc2C(F)(F)F)o1	0%	-5%	1	6%	-2%	23%	20%	-1%	5%
CN(CC(=O)Nc1ccc(N2CCOCC2)cc1)CC(=O)Nc1ccc(Cl)cc1[N+](=O)[O-]	i	56µM*	1	-2%	?	-10%	?	-15%	56µM*
CC1CCc2c(sc3ncnc(SCC(=O)N(C)C4CCS(=O)(=O)C4)c23)C1 (stereo not given)	-8%	nt	-3	9%	-11%	-3%	44%[activator]	-10%	nt
O=C(CNC(=S)N(CCCN1CCOCC1)Cc1cccs1)NCCCN1CCOCC1	-5%	23%[59 µM]	5	1%	1%	-15%	14%	6%	8%
CCN(CC)S(=O)(=O)c1cc(OC)ccc1N=Nc1ccc(O)c2ncccc12	-14%	8.9µM*	?	-14%	13µM*	2%	?	-14%	20µM*
COCC1CCN(c2nc3nonc3nc2N2CCSCC2)C1 (stereo not given)	-3%	nt	-7	-1%	-4%	0%	21%	-12%	-6%
CCCc1[nH]nc2c1C(CCc1ccccc1)C(C#N)=C(N)O2 (stereo not given)	-1%	17%[2.33 µM]	-2	-4%	-13%	20%	46%[activator]	1%	1%
COc1cc(/C=N/N2C(=O)CSC2=S)ccc1O	2%	-15%[12.7 µM]	-10	?	-46%	30%	?	-9%	?
O=C(Nc1cc(Cl)ccc1N1CCOCC1)c1ccc(Br)o1	1%	25µM*	4	-4%	-3%	7%	22%	-26%	?
CC(=O)Nc1ccc(/C=C2/Sc3ccccc3C2=O)cc1	-7%	-3%[12.7 µM]	-5	6%	-30%	0%	42%[activator]	-13%	-13%
Cc1cc(C)cc(CC2CC(=O)N(c3ccc4c(c3)OCCO4)C2=O)c1 (stereo not given)	-7%	9%[12.7 µM]	10	0%	-9%	-6%	7%	-12%	8%
CCCCCCCCC#Cc1nc(C)ccc1OC	-3%	198%[activator]	2	4%	103%[activator]	-7%	143%[activator]	-23%	nt
O=C(NCCN1CCCCC1)c1cccc2c1C(=O)c1ccc(N3CCCC3)cc1S2(=O)=O	6%	nt	-3	?	-22%	4%	22%	-11%	nt
CCOc1ccc(NC(=O)COc2ccc(C(=O)NCc3cccc(OC)c3)cc2OC)cc1	i	?	-4	0%	-11%	-1%	34%	-4%	7%
CCCN1C(=O)c2[nH]nc(-c3ccc(F)cc3)c2C1c1ccc(O)c(OCC)c1 (stereo not given)	-3%	-2%[59 µM]	5	-8%	-16%	10%	26%	-10%	-18%
